AHR activator: AHR activators, primary screen, cell-based, luminescence, luciferase reporter, human. Aryl hydrocarbon receptor (Homo sapiens), P35869. AHR-responsive luciferase reporter cells. activation, % at 5 µM. actives 2.5% (n = 320,000). AID 2796, 2010; in the data active = activation above about 47%;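 note: 0% = vehicle wells and 100% = reference agonist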
Target sequence (P35869 whole entry, looked up): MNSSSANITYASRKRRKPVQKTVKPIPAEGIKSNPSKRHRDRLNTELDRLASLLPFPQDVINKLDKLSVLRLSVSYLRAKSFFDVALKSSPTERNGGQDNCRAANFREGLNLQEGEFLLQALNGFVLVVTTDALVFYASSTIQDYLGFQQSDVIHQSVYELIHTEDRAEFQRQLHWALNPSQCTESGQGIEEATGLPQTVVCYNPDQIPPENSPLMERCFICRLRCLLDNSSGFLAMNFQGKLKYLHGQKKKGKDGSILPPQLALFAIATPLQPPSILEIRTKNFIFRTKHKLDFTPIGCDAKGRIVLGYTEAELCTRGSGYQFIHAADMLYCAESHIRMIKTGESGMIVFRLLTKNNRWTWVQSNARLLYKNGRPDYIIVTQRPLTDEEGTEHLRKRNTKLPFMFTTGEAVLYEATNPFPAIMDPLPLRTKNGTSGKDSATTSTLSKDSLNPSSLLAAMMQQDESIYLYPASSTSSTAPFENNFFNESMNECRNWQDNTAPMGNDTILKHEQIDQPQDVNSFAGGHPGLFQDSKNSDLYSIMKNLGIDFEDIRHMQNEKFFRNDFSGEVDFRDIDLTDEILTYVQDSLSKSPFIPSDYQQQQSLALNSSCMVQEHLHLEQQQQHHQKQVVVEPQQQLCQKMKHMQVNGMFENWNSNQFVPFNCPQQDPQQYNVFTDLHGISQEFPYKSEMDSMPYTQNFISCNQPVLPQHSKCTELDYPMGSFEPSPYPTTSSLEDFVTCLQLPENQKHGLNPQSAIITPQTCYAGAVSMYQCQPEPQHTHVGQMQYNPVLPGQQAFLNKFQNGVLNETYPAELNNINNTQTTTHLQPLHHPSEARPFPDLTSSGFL
proCasp3 act: activators of human procaspase-3 D3A mutant, primary screen, biochemical, absorbance, PC-3 D3A mutant, single concentration. Caspase-3 (Homo sapiens), P42574. recombinant procaspase-3 D3A, Ac-DEVD-pNA absorbance 405 nm. actives 0.11% (n = 330,000). activation, % at 8.5 µM. AID 463141, 2010;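 active = activation above the mean of all tested compounds plus 3 SD, cut at about 21% in these data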;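 note: 0% = DMSO alone and 100% = DMSO wells spiked with extra 5 µM PC-3 D3A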
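Assay system: Procaspase-3 D3A mutant, all three cleavage aspartates alanine. Buffer or medium: Zinc-free HEPES saline buffer with Triton X-100. Times: 1 h compound preincubation, 2 h substrate hydrolysis at 25 °C. Measured by: 405 nm absorbance of p-nitroaniline, reads at 0 and 120 min. Read-out basis: percent activation relative to control range. Replicates: singlicate.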
proCasp7 act: procaspase-7 activators, primary screen, counter-screen for procaspase-3 activator project, biochemical, absorbance, HTS, human; Caspase-7 (Homo sapiens), P55210; recombinant procaspase-7, Ac-DEVD-pNA absorbance 405 nm; D23A/D198A/D206A triple mutant, cannot self-cleave; scale: DMSO 0, 5 µM enzyme 100; activation, % at 8.5 µM; actives 0.093% (n = 330,000); AID 463210, 2010;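 active = percent activation above the screen-wide mean plus 3 SD, cut at about 25% in these data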
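Assay system: Uncleavable procaspase-7 mutant enzyme / Input: 2 µM procaspase-7 mutant as dispensed / Dosing: single nominal 8.5 µM compound dose, 0.8% DMSO final / Timing: 1 h enzyme–compound preincubation and 2 h substrate reaction, both 25 °C / Detection: p-Nitroaniline absorbance at 405 nm, read at 0 and 120 min / Replication: singlicate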
Active calls of the source: *. A portion of the library. The share of hits here may be higher or lower than overall.

Values run as follows: AHR activator | proCasp3 act | proCasp7 act
Cc1sc(N2C(=O)C3C4C=CC(C4)C3C2=O)c(C#N)c1C (stereo unspecified)
 : -3 | 1 | -2
Cc1ccc(-n2nc(C)c(C3(O)C(=O)N(C(C)C)c4ccccc43)c2N)cc1 (stereo unspecified)
 : 6 | -2 | -1
CCOc1ncccc1C(=O)NCc1ccc(C)cc1
 : 16 | -7 | -3
COc1ccc(OCCSc2nnc(Cc3cccc4ccccc34)n2N)cc1
 : 0 | -4 | -6
COc1ccc2c(c1)OC[C@H]1[C@H]2N2C(=O)CNC(=O)[C@@]2(C)[C@H]1c1ccccc1
 : -2 | 7 | 2
C[C@H](CO)N1C[C@H](C)[C@@H](CN(C)C(=O)Nc2ccc3c(c2)OCO3)Oc2ccc(NC(=O)Cn3cnnn3)cc2C1=O
 : 1 | -10 | -9
CC(C)(C)[C@@H]1C=C(C(=O)O)O[C@H](OCCCCO)C1
 : -2 | 6 | 13
C=CCN(c1ccc(C(=O)Nc2ccc(C)c(C)c2)cc1)S(C)(=O)=O
 : 19 | -1 | -2
O=C(Nc1ccc(Cl)c(C(F)(F)F)c1)[C@@H]1CC=C[C@@H]2CCN(Cc3ccc(Cl)c(Cl)c3)C(=O)[C@@H]21
 : 1 | 12 | -5
CCCCn1nc2cc(C(=O)NCCCCc3ccccc3)ccc2c1OCC
 : 5 | 7 | 11
CC(C)Cn1c(N)c(C(=O)CCl)c(=O)n(C)c1=O
 : -3 | 9 | -1
O=C(Nc1ccc2c(c1)OCO2)c1ccc(NC2CC2)c([N+](=O)[O-])c1
 : 52* | 5 | 14
O=C(N/N=C/c1c[nH]c2ccc(Br)cc12)c1ccncc1
 : 74* | -11 | -3
CCCC(C)NC(=O)Cc1ccc(Br)cc1 (stereo unspecified)
 : 3 | -2 | -2
Cc1ccc(CNC(=O)C2CC(c3ccccc3[N+](=O)[O-])=NO2)cc1 (stereo unspecified)
 : 27 | 6 | 2
CCCCN(C(=O)CN1CCOCC1)c1c(N)n(CC(C)C)c(=O)[nH]c1=O
 : 7 | 2 | 7
CC12CCC(C(=O)Nc3cccc(Cl)c3)(C(Br)C1=O)C2(C)C (stereo unspecified)
 : 2 | 1 | 0
O=C1CC2(CCOCC2)Oc2ccc3ccccc3c21
 : -2 | 3 | -9
CNC[C@H]1Oc2c(NS(=O)(=O)c3ccc(OC)cc3)cccc2C(=O)N([C@H](C)CO)C[C@H]1C
 : 0 | 2 | 11
COCCCN(C(=S)Nc1c(C)cc(C)cc1C)C(C)c1ccncc1 (stereo unspecified)
 : 6 | -1 | 0
CCOC(=O)[C@H]1[C@H]2COc3ccccc3[C@@H]2N2C(=O)c3ccccc3NC(=O)[C@@]12C
 : 1 | 2 | 1
Cc1ccc(OCC(=O)NNc2c3ccccc3nc3ccccc23)cc1
 : -10 | -7 | -6
CNC[C@@H]1Oc2ccc(NC(=O)Nc3cccc4ccccc34)cc2C(=O)N([C@@H](C)CO)C[C@@H]1C
 : 1 | -1 | -1
Cc1ncc([N+](=O)[O-])n1CCOC(=O)c1ccccc1
 : -3 | -1 | -7
CC(C)CC(COCc1cccc(C(F)(F)F)c1)N1CCN(C(=O)c2cccc(C(F)(F)F)c2)CCC1=O (stereo unspecified)
 : 2 | 0 | 5
O=C(Nc1ccccc1)Nc1nc(-c2ccc(F)cc2)cs1
 : -4 | 3 | 1
C=CCOC(=O)C1=C[C@@H](c2csc3ccccc23)C[C@@H](OCCCCO)O1
 : 5 | -10 | -5
O=C(O)C1=C[C@@H](c2ccc(C(F)(F)F)cc2)C[C@@H](OCCCCO)O1
 : 2 | 1 | -3
C#CCOCCOCCOCCNc1nc(N2CCN(C(=O)Cn3cc(CCCN=C(N)N)nn3)CC2)nc(N2CCN(C(=O)[C@H](C(C)C)n3cc(CCO)nn3)CC2)n1
 : 2 | -2 | -4
CCOC(=O)[C@H]1[C@H]2COc3ccccc3[C@@H]2N2C(=O)c3cc(OC)c(OC)cc3NC(=O)[C@@]12C
 : 2 | -10 | -3

One compound at a time, from the list above:
Record of CNC[C@@H]1Oc2ccc(NC(=O)Nc3cccc4ccccc34)cc2C(=O)N([C@@H](C)CO)C[C@@H]1C = AHR activator = 1; proCasp3 act = -1; proCasp7 act = -1
Record of Cc1ccc(OCC(=O)NNc2c3ccccc3nc3ccccc23)cc1 = AHR activator = -10; proCasp3 act = -7; proCasp7 act = -6

Next part
Values run as follows: AHR activator | proCasp3 act | proCasp7 act
C[C@@H]1CN([C@@H](C)CO)C(=O)Cc2cc(NC(=O)Nc3ccc(C(F)(F)F)cc3)ccc2O[C@@H]1CN(C)S(=O)(=O)c1ccc(Cl)cc1
 : 8 | -3 | 5
COc1ccc(C(CCNCc2ccccc2)c2ccc(F)cc2)cc1 (stereo unspecified)
 : -3 | -2 | 5
CN(C)CCCNC(=O)/C(=C\c1ccc(-c2ccc(Br)cc2)o1)NC(=O)c1ccccc1
 : -1 | -1 | 5
Cc1noc(C)c1NC(=O)Nc1ccc2c(c1)C(=O)N([C@H](C)CO)C[C@H](C)[C@@H](CN(C)C(=O)NC1CCCCC1)O2
 : 0 | 0 | 15
CSc1nnc(C)c(=O)n1COC(=O)COc1ccccc1C
 : -1 | 2 | 5
Clc1ccc(-n2nnc(-c3nccs3)n2)cc1Cl
 : 116* | 4 | -11
CC(C)(C)[C@@H]1C=C(C(=O)NC2CC2)O[C@H](OCc2ccc(CO)cc2)C1
 : 2 | 10 | 6
Cc1ccc(-c2csc3nc[nH]c(=S)c23)cc1
 : 2 | 4 | -1
Cc1ccccc1NC(=O)c1ccc(Nc2c([N+](=O)[O-])cc([N+](=O)[O-])c3ccccc23)cc1
 : -4 | -12 | -4
Cc1cc(Br)c(NC(=O)COC(=O)C2CC2C)c(Br)c1 (stereo unspecified)
 : 1 | 1 | 4
CCOC(=O)[C@H]1[C@H]2COc3ccccc3[C@@H]2N2C(=O)c3cc(Br)ccc3NC(=O)[C@@]12C
 : 8 | -8 | -7
COc1ccc(-c2sc3ccc(OC)cc3c2-c2ccc(OC)nc2)cc1
 : 8 | 0 | 11
CCOC(=O)[C@H]1[C@H]2COc3ccc(OC)cc3[C@@H]2N2C(=O)c3ccc(F)cc3NC(=O)[C@@]12C
 : 9 | -6 | 2
C#CCOCCOCCOCCNc1nc(N2CCOCC2)nc(N2CCN(C(=O)[C@H](CCCCN)n3cc([C@@H](N)C(C)CC)nn3)CC2)n1 (stereo partly specified)
 : 1 | 5 | -9
COc1ccc(S(=O)(=O)N(C)C[C@H]2Oc3ccc(NS(=O)(=O)c4ccccc4)cc3CC(=O)N([C@H](C)CO)C[C@@H]2C)cc1
 : 0 | 8 | -1
O=C(NC1CCCCC1)c1cc(Cl)nc2ccccc12
 : 25 | -5 | 6
N#CCC(=O)NC(=O)NCC1CC1
 : 4 | 4 | 0
CC(=O)c1cccc(NC(=O)COC(=O)[C@@H](NC(=O)OCc2ccccc2)C(C)C)c1
 : 3 | 1 | 4
CCO[C@@H]1OC(C(=O)NCc2ccccc2)=C[C@H](c2ccc(C(F)(F)F)cc2)[C@H]1CCCO
 : 2 | 5 | 0
NS(=O)(=O)c1ccc(N/N=C/c2cn(-c3ccccc3)nc2-c2cccs2)cc1
 : 37 | -6 | -5
CCN1C(=O)[C@H]2[C@H]3[C@H](O)[C@H](O)C/C(=N\OC[C@@H](C)[C@H](OCc4ccccc4)C(C)C)[C@@H]3CC[C@H]2C1=O
 : 2 | 8 | 0
COc1ccc(S(=O)(=O)N(C)C[C@H]2Oc3c(NC(=O)C4CCCCC4)cccc3C(=O)N([C@H](C)CO)C[C@@H]2C)cc1
 : 0 | 0 | -7
CCOC(=O)c1c(C)n(C)c2cc(-c3ccc(F)cc3)c(O)cc12
 : 37 | -3 | 13
C[C@H](CO)N1C[C@H](C)[C@@H](CN(C)Cc2ccc(C(=O)O)cc2)Oc2ccc(NS(C)(=O)=O)cc2C1=O
 : 0 | 10 | -1
Cn1c(N)c(C(=O)Nc2ccccc2)c(=O)[nH]c1=O
 : -2 | 7 | 12
CC(C)(C)OC(=O)NCCCC1=CC2=CC(=O)C(C)(OC(=O)C3CCCC3)C(=O)C2=CO1 (stereo unspecified)
 : 1 | -15 | -14
O=C(Nc1ccccc1)[C@@H]1CC=C[C@@H]2CCN(Cc3ccccc3)C(=O)[C@@H]21
 : -1 | 11 | 4
COc1ccc(C2/C=C\CN(Cc3ccco3)CC(=O)N2Cc2ccc(F)cc2)cc1 (stereo unspecified)
 : 4 | -3 | 2
Cc1cc(NS(=O)(=O)c2ccccc2)c([N+](=O)[O-])cc1C
 : 2 | 2 | -4
COc1cc(OC)cc(-c2sc3ccc(OC)cc3c2-c2ccc3cc[nH]c3c2)c1
 : 13 | -11 | -5

The listing continues.
smiles	AHR activator	proCasp3 act	proCasp7 act
C#CCNC(=O)C1=C[C@@H](C2CCCCC2)C[C@@H](OCc2ccc(CO)cc2)O1	48*	1	-3
O=C1CCN(CCc2ccccc2)CCN1CCSc1ccc(Br)cc1	2	-2	-10
CCCC[C@@H]1CNCCN1CCc1cc(C(F)(F)F)cc(C(F)(F)F)c1	2	3	-1
O=C(C1=C[C@H](c2ccc3c(c2)OCO3)C[C@H](OCCCCO)O1)N1CCOCC1	12	6	4
Cc1noc(C)c1NC(=O)N(C)C[C@H]1Oc2c(NC(=O)NC(C)C)cccc2C(=O)N([C@H](C)CO)C[C@@H]1C	-1	1	13
C[C@@H](C(=O)NCc1ccccn1)[C@H]1C[C@]1(C)[C@H](NC(=O)OCc1ccccc1)c1ccccc1	3	11	0
NC(=S)N=Nc1c(O)n(Cc2ccc(Br)cc2)c2ccccc12	7	12	-15
NCCCC[C@H](NC(=O)C1CCNCC1)c1nnc([C@@H](N)Cc2ccc(O)cc2)o1	4	4	-5
O=C(Nc1ccccc1)C1=C[C@@H](c2coc3ccccc3c2=O)C[C@@H](OCc2ccc(CO)cc2)O1	5	-6	-6
Cc1ccc2nc(Cl)c(/C=N/NC(=O)c3ccccc3O)cc2c1	12	-5	-3
COC(=O)[C@]1(CC(C)C)N[C@H](c2ccc(SC3CCCCC3)c(OC)c2)[C@@H]2C(=O)N(C)C(=O)[C@@H]21	3	6	-6
FC(F)(F)c1cc(CCN2C(=S)NC[C@@H]2Cc2ccccc2)cc(C(F)(F)F)c1	9	3	0
C[C@H]1CN([C@@H](C)CO)C(=O)c2cc(NC(=O)C3CCCCC3)ccc2O[C@H]1CN(C)C(=O)Nc1ccc2c(c1)OCO2	0	3	-4
CC(C)=NNc1nc(-c2ccccc2)cs1	102*	-3	-10
Cn1ncc(Br)c1C(=O)N1CCN(C(=O)c2ccco2)CC1	0	10	-1
O=C1c2cccc3cccc(c23)C(=O)N1CCN1CCN(CC(O)COCc2ccc(Cl)cc2)CC1 (stereo unspecified)	-12	4	-2
CCCCCCCCCCCCN1[C@@H](CC(C)=O)c2cc(C(F)(F)F)ccc2S1(=O)=O	-2	12	7
CC1=C(C(=O)OCc2ccccc2)C(c2ccc(Cl)cc2)NC(=O)N1CCCCCC(=O)O (stereo unspecified)	3	4	-4
COc1ccc(NC(=O)N(C)C[C@H]2Oc3ccc(NC(=O)Cn4cnnn4)cc3C(=O)N([C@H](C)CO)C[C@@H]2C)cc1	1	2	6
CCOC(=O)[C@H]1[C@H]2COc3ccccc3[C@@H]2N2C(=O)[C@@H](C)NC(=O)[C@@]12C	-1	-6	-2
CC(C)NC(=O)N(C)C[C@H]1Oc2c(NS(=O)(=O)c3cccs3)cccc2C(=O)N([C@H](C)CO)C[C@@H]1C	-3	-5	6

Entries listed so far containing a cyano group (2):
smiles	AHR activator	proCasp3 act	proCasp7 act
Cc1sc(N2C(=O)C3C4C=CC(C4)C3C2=O)c(C#N)c1C (stereo unspecified)	-3	1	-2
N#CCC(=O)NC(=O)NCC1CC1	4	4	0

3 of the compounds above, field by field:
C#CCNC(=O)C1=C[C@@H](C2CCCCC2)C[C@@H](OCc2ccc(CO)cc2)O1
  AHR activator: 48* | proCasp3 act: 1 | proCasp7 act: -3
O=C1CCN(CCc2ccccc2)CCN1CCSc1ccc(Br)cc1
  AHR activator: 2 | proCasp3 act: -2 | proCasp7 act: -10
CCCC[C@@H]1CNCCN1CCc1cc(C(F)(F)F)cc(C(F)(F)F)c1
  AHR activator: 2 | proCasp3 act: 3 | proCasp7 act: -1
